Screens from PubChem.
GalR3 antag = blocks the human galanin receptor 3. inhibition, % at 3 µM. O60755. HEK293 GalR3-CNG cAMP membrane potential fluorescence; galR3 body fused to GalR1 C-terminus. 360,000 compounds, 0.44% hits;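 active = inhibition above the screen-wide average plus 3 SD, cut at about 13% in these data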;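 also: forskolin and galanin both at EC90 stimulate the cells; cAMP rise reported by CNG channel membrane potential dye signal; 0% = forskolin plus galanin with DMSO and 100% = forskolin alone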
Target sequence (O60755 1-299 limits assumed): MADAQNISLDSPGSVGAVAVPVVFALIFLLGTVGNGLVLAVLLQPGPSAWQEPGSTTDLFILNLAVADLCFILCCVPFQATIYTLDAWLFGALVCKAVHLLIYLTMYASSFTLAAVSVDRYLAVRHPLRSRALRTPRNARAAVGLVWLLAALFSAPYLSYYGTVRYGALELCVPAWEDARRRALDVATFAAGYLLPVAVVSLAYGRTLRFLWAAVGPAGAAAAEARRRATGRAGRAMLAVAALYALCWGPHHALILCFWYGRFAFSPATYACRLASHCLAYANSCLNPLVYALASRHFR
V1aR counter = counter-screen for oxytocin receptor agonists: human V1a receptor agonists | P37288 | CHO-V1R cells, Fluo-8 calcium fluorescence, agonist mode; 0% DMSO, 100% 3 nM vasopressin | activation, % at 3 µM | 320,000 compounds, 0.25% hits;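 active = activation above the mean activation of all tested compounds plus 3 SD, per screening run, cut at about 20% in these data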;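 also: signal is peak over basal fluorescence ratio across a 100 second FLIPR read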
OXTR agonist = agonists of human oxytocin receptor | P30559 | CHO-OTR cells, Fluo-8 calcium fluorescence; normalized: DMSO 0%, oxytocin 100% | activation, % at 3 µM | 320,000 compounds, 0.32% hits;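 active = activation above the mean of all tested compounds plus 3 SD, cutoff set per screening run, cut at about 20% in these data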;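 also: peak over basal fluorescence ratio from a 100 s FLIPR kinetic read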
Target sequence (P30559 whole entry, looked up): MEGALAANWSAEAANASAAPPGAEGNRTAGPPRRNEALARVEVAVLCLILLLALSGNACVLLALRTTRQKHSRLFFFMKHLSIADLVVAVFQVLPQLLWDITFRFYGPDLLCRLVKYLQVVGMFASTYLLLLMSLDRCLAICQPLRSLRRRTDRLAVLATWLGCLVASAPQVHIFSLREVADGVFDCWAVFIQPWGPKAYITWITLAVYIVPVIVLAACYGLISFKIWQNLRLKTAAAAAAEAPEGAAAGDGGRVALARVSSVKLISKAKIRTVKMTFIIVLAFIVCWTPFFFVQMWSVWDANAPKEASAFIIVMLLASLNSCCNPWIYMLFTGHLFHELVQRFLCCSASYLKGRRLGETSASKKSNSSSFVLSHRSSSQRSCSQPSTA
An asterisk follows results filed as active. A portion of the library; count on the stated rates, not on these rows.

SMILES	GalR3 antag	V1aR counter	OXTR agonist
O=C(COC(=O)C1=NN(c2ccccc2)C(=O)CC1)NCc1ccccc1Cl	-3	-0.8	-0.7
CSCCC(NC(=O)c1ccco1)C(=O)OCC(=O)N1c2ccccc2NC(=O)C1(C)C (centres undefined)	-3	1.0	0.5
Cc1cc(NC(=O)c2cccc(Cl)c2)n[nH]1	-6	0.8	0.7
CCC1(CC)NC(=O)N(CC(=O)Nc2cccc3ccccc23)C1=O	5	1.0	1.1
CC(C)n1ncc2c(C(=O)N3CCN(Cc4ccc(Cl)s4)CC3)cc(C3CC3)nc21	-8	-1.1	-2.4
O=C(COC(=O)C1=COCCO1)Nc1ccc([N+](=O)[O-])cc1C(F)(F)F	1	1.4	1.1
CC(=O)Nc1ccc(C(=O)OCC(=O)Nc2ccc(S(=O)(=O)N3CCOCC3)cc2)cc1	-4	0.2	1.1
O=C(COC(=O)Cc1ccccc1[N+](=O)[O-])NNC(=O)c1ccc([N+](=O)[O-])cc1	-6	0.8	-0.4
CCN(CC(=O)NCc1cccs1)C(=O)c1cccc(S(=O)(=O)N(C)C)c1	-7	1.8	1.2
COc1ccc(S(=O)(=O)NCc2cccnc2)cc1NC(=O)c1ccc(Cl)cc1	-2	-0.9	-1.2
COc1ccc(CCC(=O)OCC(=O)N(C)c2c(N)n(Cc3ccccc3)c(=O)[nH]c2=O)cc1	0	0.6	-0.2
CC(=O)Nc1ccc(C(=O)OCC(=O)NCc2ccc3c(c2)OCO3)cc1	0	1.0	-0.5
COc1ccc(NC(=O)CN(C)C(=O)C2=NN(c3ccccc3)C(=O)CC2)cc1	-5	-0.8	0.2
CC1=CC(=O)CC(C)(C)[C@@]1(O)/C=C/[C@@H](C)O[C@@H]1O[C@H](CO)[C@@H](O)[C@H](O)[C@H]1O	2	1.5	1.0
Cc1nc2ccccc2c(C)c1CC(=O)N(C)CC(=O)Nc1cccc(F)c1	-3	-0.7	-1.9
Cc1ccccc1CSc1ccc(S(=O)(=O)N2CCCC2)cn1	-7	2.1	1.7
CCOC(=O)[C@@H]1[C@H]2COc3ccc(Br)cc3[C@H]2N2C(=O)N(c3ccc(OC)cc3)C(=O)[C@]12C	-5	0.1	-0.4
CSc1nc2ccc(NC(=O)COc3ccccc3F)cc2s1	-1	1.5	-0.5
Cc1cc(C(=O)OCC(=O)NCc2ccc(Cl)cc2Cl)c(C)o1	-4	-0.2	-2.1
Fc1ccc2cnc(-c3ccccc3)c(-c3cccc(C(F)(F)F)c3)c2c1	-6	0.6	-1.0
CN(CC(=O)Nc1ccc(N2CCOCC2)cc1)C(=O)c1cc2c(s1)CCCC2	-4	1.5	-0.7
COc1ccc(C(=O)Nc2ccccc2N2CCOCC2)cc1S(=O)(=O)N1CCOCC1	-5	-0.4	-0.1
COc1ccc(NC(=O)N(C)C[C@H]2Oc3ccc(NS(=O)(=O)c4cccs4)cc3C(=O)N([C@@H](C)CO)C[C@@H]2C)cc1	-4	1.4	2.2
CC(C)(C)OC(=O)C[C@H]1C/C=C\C[C@@H](CC(=O)N(CCO)Cc2ccccc2)C(=O)NC[C@@H](c2ccccc2)OC1=O	-6	-0.3	-1.7
Cc1ccc(COc2coc(CN3CCN(C(=O)c4ccco4)CC3)cc2=O)cc1	3	0.5	1.8

Of the compounds above, four contain two or more sulfur atoms:
SMILES	GalR3 antag	V1aR counter	OXTR agonist
CCN(CC(=O)NCc1cccs1)C(=O)c1cccc(S(=O)(=O)N(C)C)c1	-7	1.8	1.2
Cc1ccccc1CSc1ccc(S(=O)(=O)N2CCCC2)cn1	-7	2.1	1.7
CSc1nc2ccc(NC(=O)COc3ccccc3F)cc2s1	-1	1.5	-0.5
COc1ccc(NC(=O)N(C)C[C@H]2Oc3ccc(NS(=O)(=O)c4cccs4)cc3C(=O)N([C@@H](C)CO)C[C@@H]2C)cc1	-4	1.4	2.2

Additional compounds.
SMILES	GalR3 antag	V1aR counter	OXTR agonist
C=CCOC(=O)C1=C[C@H](c2ccc(Br)cc2)C[C@H](OCCCCO)O1	-4	1.6	0.9
CCCCCCCNC(=O)C1(CC2CC(c3ccccc3)=NO2)CCN(C(=O)c2ccccc2)CC1 (centres undefined)	-3	-0.8	-2.1
O=C1CCCC(=O)C1C(c1ccc(Cl)cc1)C1C(=O)CCCC1=O	-7	0.5	-0.4
O=C(OCC(=O)N1CCN(S(=O)(=O)c2ccc(Cl)cc2)CC1)C1CC1	2	2.1	0.8
C=CCn1c(SC(C)C(=O)Nc2ccc(F)c(F)c2F)nnc1C1CC1 (centres undefined)	-4	-0.6	-1.4
CCCn1nc(C(=O)NNC(=O)Cc2ccc(S(=O)(=O)N3CCOCC3)s2)c2ccccc2c1=O	0	-1.6	-2.0
Cc1ccc(C)c(NC(=O)CN(C)C(=O)CN2C(=O)NC3(CCc4ccccc43)C2=O)c1 (centres undefined)	-2	-0.3	-0.4
COC(=O)C1CCN(S(=O)(=O)CCNC(=O)c2ccc3c(c2)OCO3)CC1	-3	-0.4	-0.3
CC(C)CN(C(=O)Cn1ccccc1=O)C1CCS(=O)(=O)C1 (centres undefined)	-1	0.5	1.3
O=C(COC(=O)c1ccc(S(=O)(=O)N2CCCCC2)cc1)NCc1ccccc1	-7	0.9	2.2
Cc1ccc(S(=O)(=O)N2CCCCC2)cc1NC(=O)C1=NN(c2ccccc2)C(=O)CC1	2	1.1	1.0
O=c1oc(C2(O)CCCCC2)cc2ccccc12	-5	0.8	-0.8
CC(=O)N1CCN(c2ccc(S(=O)(=O)N3CCCCC3)cc2[N+](=O)[O-])CC1	0	4.8	1.4
COCCCNC(=O)Cc1ccc(S(=O)(=O)N2CCOCC2)s1	0	0.2	1.3
COC(=O)[C@]1(C)N[C@H](CN(C)S(=O)(=O)c2ccc(F)cc2)[C@@H]2C(=O)N(C)C(=O)[C@@H]21	1	0.6	0.7
COc1ccccc1N1CCN(CCCCNC(=O)c2ccc3ccccc3c2)CC1	-6	2.8	2.2
CC1CCCC(NC(=O)c2cc(S(=O)(=O)N3CCCCC3)ccc2Cl)C1C (centres undefined)	-5	-0.2	-1.2
COc1cc(C(=O)NCC2CCCO2)ccc1OCc1ccc(Cl)cc1 (centres undefined)	3	3.9	2.4
CCC(C)c1ccccc1NC(=O)c1cccc(-n2cnnn2)c1 (centres undefined)	-5	1.5	0.7
O=C(COC(=O)C12CC3CC(CC(Cl)(C3)C1)C2)N1CCCCC1	-7	3.4	-0.1
N#Cc1ccc(S(=O)(=O)N2CCN(C(=O)[C@@H]3CCCN3C(=O)c3cccs3)CC2)cc1	4	0.0	-1.0
CCOC(=O)CN1C(=O)N[C@@H](c2cccc(C(F)(F)F)c2)[C@@H](C(=O)OC)[C@H]1C	-4	0.9	-1.4
COc1ccc(CCN(C)C(=O)c2cc(S(=O)(=O)N3CCCCCC3)ccc2OC)cc1OC	-3	0.0	-0.8
CCOc1ccccc1NC(=O)C1CCCCN1S(=O)(=O)c1ccccc1 (centres undefined)	-2	0.2	-1.7
COc1ccc2c(c1)C(=O)N1[C@H]3c4cc(Cl)ccc4OC[C@@H]3[C@H](c3ccccc3)[C@]1(C)C(=O)N2	-3	2.5	0.1

Copied from above, three compounds:
SMILES	GalR3 antag	V1aR counter	OXTR agonist
O=C(COC(=O)C1=NN(c2ccccc2)C(=O)CC1)NCc1ccccc1Cl	-3	-0.8	-0.7
CSCCC(NC(=O)c1ccco1)C(=O)OCC(=O)N1c2ccccc2NC(=O)C1(C)C (centres undefined)	-3	1.0	0.5
Cc1cc(NC(=O)c2cccc(Cl)c2)n[nH]1	-6	0.8	0.7

Additional entries:
SMILES	GalR3 antag	V1aR counter	OXTR agonist
C#CCOCCOCCOCCNc1nc(N2CCN(C(=O)[C@H](CC(N)=O)n3cc(C(N)[C@@H](C)CC)nn3)CC2)nc(N2CCN(C(=O)[C@H](CCC(=O)O)n3cc([C@@H](N)CCCCN)nn3)CC2)n1 (some centres undefined)	-4	0.7	1.6
CCN1C(=O)[C@H]2[C@@H](c3ccc(-c4ccc(OC)cc4)c(OC)c3)N[C@@](Cc3ccccc3)(C(=O)OC)[C@H]2C1=O	-5	2.8	1.9
Cc1cc(NC(=O)CSCC(=O)OC(C)C(=O)c2cc(C)c(C)cc2C)no1 (centres undefined)	5	1.6	2.0
O=C(Cn1cnc2c(OCc3ccccc3)ncnc21)NCC1CCCO1 (centres undefined)	-3	-0.1	1.6
O=C(COC(=O)c1ccncc1)Nc1cc(S(=O)(=O)N2CCOCC2)ccc1Cl	-5	-0.5	0.7
Cc1cc(C)c(NC(=O)CNC(=O)Cc2ccc(S(=O)(=O)N3CCOCC3)s2)c(C)c1	-2	0.2	-0.3
Cc1ccc(NC(=O)COC(=O)c2cccc(C)c2[N+](=O)[O-])cc1S(=O)(=O)N1CCCCC1	-4	8.0	8.4
C=C1CCN(c2ccc(C(=O)NCc3ccc(OC)cc3)cc2[N+](=O)[O-])CC1	-1	1.6	0.3
COc1ccc(NS(=O)(=O)c2cccc(C(=O)NCC(c3ccco3)N(C)C)c2)cc1 (centres undefined)	-1	1.8	1.0
Cc1nnc2n1N=C(c1ccc(F)cc1F)CS2	-3	-0.2	-0.6
COc1cc(OC)cc(C(=O)NCC(=O)N2CCN(S(=O)(=O)c3ccccc3F)CC2)c1	-5	0.3	0.9
COc1ccc([C@H]2CC(=O)C=C(c3ccccc3)C2)cc1OC	-8	4.2	4.4
COc1ccccc1N1CCN(C(=O)c2ccc(Br)o2)CC1	-7	-0.8	-1.0
CCOc1ccc(C(=O)OCC(=O)Nc2cccnc2Cl)cc1OCC	-2	0.7	-0.4
COCCCN(C(=O)CSCc1ccc(C)cc1)c1c(N)n(Cc2ccccc2)c(=O)[nH]c1=O	-3	-0.7	-0.4
O=C(N/N=C/c1ccccc1O)c1ccncc1	2	0.2	-0.8
O=C(COC(=O)CCOc1ccccc1)NCCc1ccccc1	-4	-0.1	-1.5
COc1ccc(C(=O)OCC(=O)Nc2ccc3[nH]c(=O)[nH]c3c2)cc1	-3	0.5	0.4
Cc1ccc(CN2CC(C(=O)N3CCN(S(=O)(=O)c4ccc(C(C)C)cc4)CC3)CC2=O)cc1 (centres undefined)	-5	4.3	1.8
COc1ccc(-c2sc3ccccc3c2/C=C/c2ccc(OC)c(OC)c2)cc1	-3	1.0	0.9
O=C(c1ccccc1[N+](=O)[O-])N1CCN(c2ccc(N3CCOCC3)nn2)CC1	-4	0.4	0.4
O=C(NCCc1ccc2c(c1)OCCO2)c1cccc(S(=O)(=O)N2CCCC2)c1	-1	1.3	-0.2
O=C(OCC(=O)N1CCCC1=O)C1CCN(S(=O)(=O)c2ccc(Cl)c(C(F)(F)F)c2)CC1	-1	0.0	-0.2
Cc1cc(C(=O)OC(C)C(=O)NC2CCCCC2C)c(C)o1 (centres undefined)	5	-0.9	-0.3
O=C(NNC(=O)C1CCN(S(=O)(=O)c2ccc(Cl)cc2)CC1)c1ccccc1O	-2	-0.1	2.3
The list goes on:
SMILES	GalR3 antag	V1aR counter	OXTR agonist
CCN(CC(=O)NCc1cccs1)C(=O)COc1ccc(C(N)=O)cc1	-3	1.1	1.6
CCN1C(=O)[C@H]2[C@@H](c3ccc(C)cc3)N3C(=O)N(c4cccc(Cl)c4)C(=O)[C@@]3(CC(C)C)[C@H]2C1=O	-5	0.8	0.0
O=C(OCc1ccccn1)C1CCN(C(=O)c2ccc(Cl)cc2)CC1	-4	0.4	-0.7
CN(C)C1=NC[C@H](Cc2ccccc2)N1CCC1CCCC1	-7	-0.8	0.2
O=C(NCCCN1CCCC1=O)C1CCN(S(=O)(=O)c2cccc(Cl)c2Cl)CC1	6	0.1	-0.9
Cc1ccc(OCC(=O)N(C)CC(=O)Nc2ccccc2Cl)c([N+](=O)[O-])n1	-6	0.6	0.4
CC1CCCN(C(=O)NC2CC(=O)N(c3ccc4c(c3)OCCO4)C2)C1 (centres undefined)	-4	1.0	-0.1
O=C(CSc1nc(C(F)(F)F)cc(=O)[nH]1)N1CCCCCC1	3	-0.5	0.9
O=C(NCc1ccc(OC(F)(F)F)cc1)c1cccc2c1C(=O)c1ccc(N3CCCCC3)cc1S2(=O)=O	-4	3.4	4.4
CCCCCc1cc(=O)c2ccccc2o1	-4	-1.9	-2.2
Clc1cc(-c2ccccc2)nc(-c2ccccc2)n1	-1	-0.9	-1.1
CSc1ncccc1C(=O)OCC(=O)Nc1ccc(N2CCOCC2)cc1	-6	0.4	1.5
CCCCn1c(N)c(N(CCOC)C(=O)c2ccc(Br)s2)c(=O)[nH]c1=O	0	-0.6	0.0
CC(C(=O)Nc1ccon1)N1C(=O)c2ccccc2S1(=O)=O (centres undefined)	0	0.0	0.2
O=C(Nc1ccc(F)c(F)c1)C1=COCCO1	0	0.4	0.4
COc1cc(C(=O)OC(C)C(=O)Nc2ccc3c(c2)OCCO3)cc(OC)c1OC (centres undefined)	-2	0.7	-0.8
O=C(CN1C(=O)NC(c2ccccc2)(c2ccccc2)C1=O)Nc1ccc(N2CCOCC2)cc1	0	0.9	1.4

Looked up by compound from the entries so far, three records:
SMILES	GalR3 antag	V1aR counter	OXTR agonist
CCCCCc1cc(=O)c2ccccc2o1	-4	-1.9	-2.2
CC1CCCN(C(=O)NC2CC(=O)N(c3ccc4c(c3)OCCO4)C2)C1 (centres undefined)	-4	1.0	-0.1
Clc1cc(-c2ccccc2)nc(-c2ccccc2)n1	-1	-0.9	-1.1
